Assay outcomes (PubChem BioAssay)
Mcl1-Noxa inh: disrupts binding of human Mcl-1 to Noxa peptide; TR-FRET Mcl-1/Noxa peptide binding, 2 h; hit rate 1.5% among 220,000; Q07820; AID 1022; inhibition, % at 21.7 µM;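 active = compounds that cut the protein-peptide binding signal by more than 50% relative to plate controls in a single-dose test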;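 note: His-tagged Mcl-1 with rhodamine Noxa BH3 peptide and terbium anti-His antibody; 0% = Mcl-1 plus Noxa peptide wells and 100% = peptide-only wells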
Target sequence (Q07820 whole entry, looked up): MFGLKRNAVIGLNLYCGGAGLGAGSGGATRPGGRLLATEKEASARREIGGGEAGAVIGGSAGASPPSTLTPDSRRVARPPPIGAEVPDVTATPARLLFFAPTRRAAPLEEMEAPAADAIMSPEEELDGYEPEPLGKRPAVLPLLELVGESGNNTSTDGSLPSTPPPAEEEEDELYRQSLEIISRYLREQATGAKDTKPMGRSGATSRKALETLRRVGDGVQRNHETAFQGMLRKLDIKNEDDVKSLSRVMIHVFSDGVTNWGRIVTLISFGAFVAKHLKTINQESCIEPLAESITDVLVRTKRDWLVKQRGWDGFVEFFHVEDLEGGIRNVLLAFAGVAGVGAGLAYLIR
Avidin bead fluor: avidin bead compound fluorescence profile. Avidin beads, compound fluorescence 488/530 nm, flow cytometry; active compounds read high. fluorescence (KMESF) at 10 µM. AID 1775. hit rate 0.38% among 220,000; in the data active = fluorescence above about 47; note: inactives centre near 10
ABCG2 block: blocks JC-1 efflux by human ABCG2 transporter; IgMXP3 cells, flow cytometry; inhibition, % at 6.6 µM; hit rate 0.1% among 190,000; AID 1325;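 active = inhibition above 80%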;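 note: 0% = DMSO and 100% = nicardipine control wells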
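Test system: IgMXP3 cells (ABCG2) mixed with DDAO far-red-labelled CCRF-Adr cells (ABCB1). Reagent: JC-1 transporter substrate. Compound dosing: single test compound dose, 6.6 µM final. Times: 10 min compound exposure, 25 °C. Detection: flow cytometry of retained JC-1 fluorescence. Read-out basis: efflux inhibition in percent versus controls. Controls: nicardipine and DMSO wells.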
ABCB1 block: human ABCB1 inhibition, ABCG2 as counter-screen. P08183. CCRF-Adr cells, JC-1 efflux, flow cytometry. inhibition, % at 6.6 µM. hit rate 0.067% among 190,000; in the data active = inhibition above about 40%;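 note: 0% = vehicle and 100% = reference inhibitor; higher value means more JC-1 retained so stronger ABCB1 efflux block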
Pf gametocyte: kills late stage P. falciparum gametocytes. P. falciparum stage V gametocytes, ATP luminescence, 24 h. inhibition, % at 10.9 µM. hit rate 0.065% among 150,000. AID 743093;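 active = inhibition above the mean plus 3 SD of compounds within the control limits, set per campaign, cut at about 38% in these data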;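 note: 0% = DMSO wells and 100% = medium only without gametocytes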
RGS8-Gao reg: human RGS8-Galphao interaction regulation | multiplexed bead flow cytometry, RGS8-Galphao binding; actives lie on both sides | hit rate 0.34% among 220,000 | P09471 | response (percent of control binding), % at 10 µM; in the data active = response below about 60% or above about 140%; inactive = in between;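 note: Galphao activated as the GDP aluminium fluoride complex binding bead-coupled RGS8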
Target sequence (P09471 whole entry, looked up): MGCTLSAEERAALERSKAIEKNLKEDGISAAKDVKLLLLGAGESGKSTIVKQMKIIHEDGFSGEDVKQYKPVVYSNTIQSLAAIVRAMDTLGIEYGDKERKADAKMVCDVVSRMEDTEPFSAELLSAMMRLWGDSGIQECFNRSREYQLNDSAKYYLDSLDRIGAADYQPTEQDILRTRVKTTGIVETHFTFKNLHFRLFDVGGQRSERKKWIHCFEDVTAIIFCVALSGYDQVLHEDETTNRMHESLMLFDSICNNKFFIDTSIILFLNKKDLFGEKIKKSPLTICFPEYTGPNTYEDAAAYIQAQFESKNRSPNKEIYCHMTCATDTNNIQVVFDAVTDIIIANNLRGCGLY
RGS4-Gao reg: human RGS4-Galphao interaction regulation; P09471; binding response (% of control), % at 10 µM; hit rate 0.33% among 220,000; AID 1415; Multiplexed bead flow cytometry, RGS4-Galphao binding; actives lie on both sides; in the data active = binding response below about 49% or above about 150%; inactive = in between;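 note: fluorescent Galphao activated with aluminum fluoride binding bead-coupled RGS4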
GSH bead fluor: GSH bead compound fluorescence profile. GSH beads flow cytometry, compound fluorescence 488/530 nm; active compounds read high. fluorescence (KMESF) at 10 µM. hit rate 0.25% among 190,000. AID 1776; in the data active = fluorescence above about 89;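 note: glutathione beads carrying GST-tagged Bcl family fusion proteins plus one bare bead set; values are compound well signal with DMSO vehicle wells as background; inactives centre near 16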
RGS7-Gao: regulators of human RGS7-Galphao interaction. P09471. Multiplexed bead flow cytometry, RGS7-Galphao binding; actives lie on both sides. binding response (% of control), % at 10 µM. hit rate 0.35% among 220,000; in the data active = binding response below about 49% or above about 150%; inconclusive = no clear call, values can overlap the other calls; inactive = in between;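 note: fluorescent Galphao held in activated GDP-AlF4 state binding bead-coupled RGS7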
Mcl1 Bid PPI: disrupts binding of human Mcl-1 to Bid peptide. TR-FRET Mcl-1/Bid-Dy647 peptide binding, 1536-well. inhibition, % at 21.7 µM. hit rate 0.97% among 220,000. AID 1021. Q07820;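 active = compounds that cut the binding signal by more than half at the single screening dose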;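 note: His-tagged Mcl-1 with europium anti-His antibody binding Bid BH3 peptide; 0% = Mcl-1 plus peptide wells and 100% = peptide-only wells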
Bim-Mcl-1: human Bim-Mcl-1 interaction inhibition; Q07820; Bead-based flow cytometry, Bim peptide-Mcl-1 binding; inhibition, % at 10 µM; hit rate 0.1% among 190,000; AID 1009; in the data active = inhibition above about 40%;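 note: 0% = no compound tracer wells and 100% = peptide blocker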
* hit, by the source's call; u = inconclusive; x = no result given.

SMILES	Mcl1-Noxa inh	Avidin bead fluor	ABCG2 block	ABCB1 block	Pf gametocyte	RGS8-Gao reg	RGS4-Gao reg	GSH bead fluor	RGS7-Gao	Mcl1 Bid PPI	Bim-Mcl-1
O=[N+]([O-])c1cccc(S(=O)(=O)N2CCCC2)c1	7	6	13	9.9	-6	96	109	49	106	-1	x
COc1ccc(CCNC(=O)CC(NS(=O)(=O)c2ccc(NC(C)=O)cc2)C(C)C)cc1OC (stereo unspecified)	22	10	3	0.3	x	104	104	42	106	7	-2
CC(C)N1CC2=C(C1=O)C(c1ccc(O)cc1)NC(=O)N2C (stereo unspecified)	5	4	1	0.3	7	99	96	21	96	-57	-4
CCC1CCCCN1C(=O)Cn1c(C(=O)OC)cc2sc(Cl)cc21 (stereo unspecified)	-14	13	-1	-1.7	x	100	106	22	105	-12	0
CS(=O)(=NS(=O)(=O)c1ccc(Cl)cc1)c1ccccc1 (stereo unspecified)	9	4	x	x	-16	100	97	x	u	4	x
CCOc1ccccc1Nc1ncnc2ccccc12	23	14	8	1.0	x	94	92	10	91	-11	-2
CC(=O)Nc1ccc(NC(=O)C2CCCN2S(=O)(=O)c2cccc3nsnc23)cc1 (stereo unspecified)	-5	11	1	0.1	x	103	99	11	101	-11	-1
Cc1cc(C(=O)NC(=S)Nc2ccccc2N2CCOCC2)ccc1[N+](=O)[O-]	-1	1	12	7.4	x	84	95	6	97	-8	-3
CCN(CC)c1ccc(N/C(N)=N/c2nc(C(F)(F)F)cc(=O)[nH]2)cc1	-12	20	1	-0.1	-50	105	104	6	100	-29	-1
C=CCn1c(-c2cccc(Cl)c2)n[nH]c1=S	15	14	0	-0.1	x	102	105	23	107	-41	0
COc1ccc(C2CC(c3ccccc3OC(=O)/C=C/c3ccccc3)=NN2C(C)=O)cc1 (stereo unspecified)	7	8	x	x	5	103	93	x	u	3	x
Cc1ccc(NC(=O)CSc2ncn[nH]2)cc1S(=O)(=O)N1CCOCC1	-10	20	0	0.1	6	104	99	10	101	-20	1
CCN(CC)CCNC(=O)/C(=C/c1cn(C)c2ccccc12)NC(=O)c1ccc(OC)c(OC)c1	3	8	x	x	-10	102	97	x	u	95*	x
O=C1N=C(N2CCOCC2)S/C1=C\c1cccs1	-4	9	4	0.7	x	95	94	23	89	-21	2
CSc1nnnn1-c1ccc(Cl)cc1	-15	20	1	0.1	22	101	99	9	97	-31	-3
CCCCCCCN1C2=NCCCN2c2ccccc21	26	10	0	0.2	20	100	97	14	99	-13	-2
COc1ccc(C2c3ccsc3CCN2C(C)=O)cc1 (stereo unspecified)	-3	4	x	x	-9	100	103	x	u	-11	x
NC(=O)c1ccccc1-c1nc(-c2ccccc2)no1	12	27	19	0.4	x	100	101	21	97	3	0
COc1ccc(OC(=O)c2ccncc2)cc1	6	8	0	0.1	x	99	98	5	101	99*	0
CO/N=C/c1ccc(N2CCN(C(=O)c3ccc(F)cc3)CC2)c([N+](=O)[O-])c1	16	6	4	-0.4	-6	90	95	34	94	2	-4
Cc1ccc(C)c(NC(=S)NC23CN4CN(CN(C4)C2)C3)c1	-8	13	-1	0.3	0	104	106	11	106	-22	-1
O=C(N[C@@H](Cc1ccccc1)C(=O)OCc1ccccc1)c1nc[nH]c1C(=O)N1CCc2ccccc2C1	-111	7	x	x	20	102	102	x	u	-68	x
COc1ccc(OC)c(C2=NOC(C(=O)N3CCN(c4ccccc4)CC3)C2)c1 (stereo unspecified)	8	6	3	1.2	x	99	98	24	97	-11	0
CSc1ccccc1NC(=O)COc1ccc(Cl)cc1C	7	15	13	0.8	-10	101	101	14	99	-7	-7
Cc1cccc(C)c1-n1cccc1/C=C1\SC(=S)N(c2cccc(C(=O)O)c2)C1=O	51*	9	-4	-0.6	-1	100	103	12	105	52*	16
O=Nc1ccc(NOC(=O)c2ccccc2)cc1	17	14	0	-1.1	0	102	104	10	98	-6	-3
COc1cc(CN2CCCC(C(=O)c3ccccc3SC)C2)cc(OC)c1 (stereo unspecified)	12	13	2	0.9	12	101	102	16	101	-16	2
O=S(=O)(c1cccc(C(F)(F)F)c1)N1CCC(c2cc(-c3cccc4ccccc34)n[nH]2)CC1	-17	34	2	0.6	x	102	98	14	96	41	-1
CCNc1nc(NCC)n2c(SCC(=O)Nc3ccccc3)nnc2n1	-13	9	5	0.4	-8	95	93	19	u	-49	-1
COc1ccc2c(C(=O)CN(C)C3CCCCC3)c[nH]c2c1	17	31	-8	-1.2	x	101	105	22	104	-20	-4
Cc1ccc2cc(CCNC(=O)c3ccc4c(c3)OCO4)c(=O)[nH]c2c1C	5	6	5	1.0	x	100	102	25	101	-1	0
OCCN1CCN(CC(O)C(F)(F)F)CC1 (stereo unspecified)	-6	6	-1	0.1	14	95	88	12	87	-42	-1
CCNC(=S)N1CC(C)OC(C)C1 (stereo unspecified)	-4	21	-2	-2.7	-13	101	104	23	106	-44	-2
O=C(NCc1ccccc1)/C(NC(=O)c1ccccc1)=C(/Sc1ccccn1)c1ccccc1	1	19	3	0.9	x	89	98	13	93	-18	-6
O=C(CCc1ccccc1)Nc1ccccc1C(F)(F)F	2	9	0	0.1	x	102	101	18	105	2	0
CC(C)CCN1C(=O)CCC1(C)C(=O)NC1CCCCCCC1 (stereo unspecified)	-3	9	1	0.4	x	102	102	4	100	-18	1
CC1Cc2cc(/C(O)=C3/C(=O)C(=O)N(CCCn4ccnc4)C3c3ccncc3)ccc2O1 (stereo unspecified)	11	32	2	0.9	-11	95	120	55	111	-105	-2
CC(Oc1ccccc1)c1ccnc2nc(N3CCOCC3)nn12 (stereo unspecified)	6	9	0	0.1	-3	103	102	18	u	-8	1
Cc1ccc2c(c1)C(O)(C1COC(C)(C)CC1=O)C(=O)N2C (stereo unspecified)	0	11	2	0.5	18	99	97	10	97	-33	-2
CC(C)OC(=O)c1c(NC(=O)c2cccs2)sc2c1CCCC2	-1	8	3	0.5	x	104	99	10	99	-12	0

Part of the list above, reformatted:
Second line of a record – Mcl1-Noxa inh | Avidin bead fluor | ABCG2 block | ABCB1 block | Pf gametocyte | RGS8-Gao reg | RGS4-Gao reg | GSH bead fluor | RGS7-Gao | Mcl1 Bid PPI | Bim-Mcl-1
COc1ccc(OC)c(C2=NOC(C(=O)N3CCN(c4ccccc4)CC3)C2)c1 (stereo unspecified)
 : 8 | 6 | 3 | 1.2 | x | 99 | 98 | 24 | 97 | -11 | 0
O=C1N=C(N2CCOCC2)S/C1=C\c1cccs1
 : -4 | 9 | 4 | 0.7 | x | 95 | 94 | 23 | 89 | -21 | 2
CSc1nnnn1-c1ccc(Cl)cc1
 : -15 | 20 | 1 | 0.1 | 22 | 101 | 99 | 9 | 97 | -31 | -3
NC(=O)c1ccccc1-c1nc(-c2ccccc2)no1
 : 12 | 27 | 19 | 0.4 | x | 100 | 101 | 21 | 97 | 3 | 0

Continued:
SMILES	Mcl1-Noxa inh	Avidin bead fluor	ABCG2 block	ABCB1 block	Pf gametocyte	RGS8-Gao reg	RGS4-Gao reg	GSH bead fluor	RGS7-Gao	Mcl1 Bid PPI	Bim-Mcl-1
C=CCn1cc(-c2ccc(Cl)cc2)cc(C#N)c1=O	10	x	1	0.4	x	102	84	11	88	-5	-3
COc1ccc2c(c1OC)C(=O)OC2CC(=O)c1ccc(O)c(O)c1 (stereo unspecified)	-1	7	1	0.1	-7	87	81	37	76	-19	2
CCNC(=S)N/N=C(\C)c1ccc(N2CCOCC2)cc1	8	1	2	0.3	4	93	103	6	102	-9	-3
CCN(Cc1ccccc1)C(=O)COC(=O)CNS(=O)(=O)c1ccc(C)cc1	-2	14	5	1.2	2	100	103	20	100	-34	-5
O=C1CCCC2=C1C(c1ccc3c(c1)OCO3)c1c([nH]n(-c3ccccc3)c1=O)N2 (stereo unspecified)	30	13	1	0.7	6	104	100	7	103	-48	-2
Clc1ccc(-c2nnc3n2CCCC3)cc1Cl	3	17	3	0.2	-10	101	101	21	102	-15	1
CC(C)(C)OC(=O)N1Cc2ccccc2C[C@H]1C(=O)O	10	6	1	0.2	-10	92	91	15	88	-6	1
COc1ccc(-c2ccc(SCC(=O)N3CCOCC3)nn2)cc1OC	7	x	9	-0.2	x	x	x	39	x	-29	-2
COc1ccc(-n2c(Cc3cccn3C)nnc2SCC(=O)Nc2nc(C)cs2)cc1	-6	7	-5	-2.0	x	109	107	18	109	-40	0
CN(C)c1ccc(P(=O)(CC(=O)N/N=C/c2ccc(C#N)cc2)OCCCl)cc1 (stereo unspecified)	13	10	4	0.3	-4	99	99	11	u	-36	0
COc1cc(C(=O)NNC(=O)NC2CCCCC2)cc(OC)c1OC	7	3	1	0.5	x	103	110	51	108	0	0
CCS(=O)(=O)N1CCN(c2ccc(Cl)cc2[N+](=O)[O-])CC1	6	3	13	1.2	7	100	103	6	104	2	0
O=C(C1CCCO1)N1CCC(c2nc3ccccc3[nH]2)CC1 (stereo unspecified)	17	6	-5	-0.8	x	102	95	12	95	-6	0
COc1cc(C(=O)Nc2cccc(-c3cn4cccnc4n3)c2)cc(OC)c1OC	-4	6	0	-0.4	-11	102	108	17	108	-26	5
O=C(CNC(=O)c1cc2ccccc2o1)NCc1cccs1	1	28	1	0.0	-3	100	102	14	101	0	0
COc1ccccc1/C=C/C(=O)NCC(=O)N/N=C(\CCC(=O)O)c1ccccc1	6	46	4	0.9	8	108	99	15	115	-9	1
COc1ccc2c(c1)c(=O)c(C(=O)c1ccc(F)cc1)cn2CC(=O)Nc1ccc(F)cc1	-31	7	-2	-0.3	x	102	100	16	98	-11	-2
CC1(C)Cc2c(sc3nc[nH]c(=O)c23)CO1	5	11	1	0.4	-1	99	102	11	98	-12	-1
CCCN1C2=NCCCN2c2ccccc21	4	20	1	0.5	x	99	100	12	99	-1	3
C=CCNC(=S)NNC(=O)c1ccccc1OCC	5	9	0	0.2	7	98	96	18	u	-25	-3
CCOC(=O)c1sc(NC(=O)/C=C/c2ccc(F)cc2)nc1C	16	10	11	1.4	x	99	100	25	102	22	-4
O=C1c2ccccc2S(=O)(=O)N1CC(O)COc1ccc(Cl)cc1 (stereo unspecified)	-2	28	2	0.2	x	97	100	13	101	12	-5
O=C(Cc1ccccc1)Nc1ccc(NC(=O)C2CC2)nc1	0	15	0	0.0	7	104	104	28	102	-10	0
CC(=O)/C(=N\Nc1ccccc1)Oc1ccc([N+](=O)[O-])cc1	1	13	0	1.6	x	81	95	14	89	-12	-3
O=C(O)C1C2C=CC(C2)C1C(=O)NC(c1ccccc1)c1ccccc1 (stereo unspecified)	11	24	1	0.2	x	102	98	13	107	-16	1
CCCCc1c(O)nc(SCCN(C)C)n(-c2ccccc2)c1=O	3	18	1	0.3	x	99	95	4	95	-56	0
Cc1ccc(C(=O)OCc2ccc3c(c2)OCO3)cc1S(=O)(=O)N1CCCCC1	12	10	12	1.0	-29	101	99	12	100	-7	0
CC(C)c1ccc(NC(=O)COc2ccc(S(=O)(=O)N3CCOCC3)cc2)cc1	0	3	4	0.9	x	90	91	9	94	3	-5
